Growth percent in the NCI-60 one-dose screen (48 h, 10 µM unless noted): 100 = growth as untreated, 0 = no growth, -100 = all killed.
MDA-MB-435 – MDA-MB-435 melanoma; 82,000 tested, 7.8% active; AID 1794794
RPMI-8226 – RPMI-8226 leukemia cells. 77,000 tested, 7.5% active
CCRF-CEM – CCRF-CEM leukemia | 77,000 tested, 7% active | AID 1794778
MOLT-4 – MOLT-4 leukemia cells | 80,000 tested, 6.9% active | AID 1794779
SR – SR leukemia cells | 73,000 tested, 8.7% active
HOP-62 – HOP-62 NSCLC; 80,000 tested, 3.9% active
MDA-MB-468 – MDA-MB-468 breast cancer; 78,000 tested, 8.5% active
K-562 – K-562 leukemia | 78,000 tested, 7.4% active | AID 1794777
The depositor's hits bear a star; nt = no result given; & = joins results of further samples; ! = not active in a repeat; [ ] = remark or other dose. How the source made its calls: active means growth percent below 10; inactive means the rest.

SMILES | MDA-MB-435 | RPMI-8226 | CCRF-CEM | MOLT-4 | SR | HOP-62 | MDA-MB-468 | K-562
NS(=O)(=O)c1ccc(N/C=C/C(=O)c2ccc(Cl)cc2)cc1 | 98 | 98 | 108 | 103 | 94 | 112 | 119 | 96
COc1cc(Nc2nc3ccccc3cc2C(=O)N2CCN(c3ncccn3)CC2)cc(OC)c1OC | 108 | 85 | 96 | 85 | 91 | 95 | 89 | 88
N#Cc1c(N)nc2c(c(-c3ccc(Cl)cc3)nn2-c2ccccc2)c1C#N | 104[100 µM] | 108[100 µM] | 99[100 µM] | 114[100 µM] | 104[100 µM] | 96[100 µM] | 90[100 µM] | 98[100 µM]
COc1ccccc1NC(=O)COc1ccc(/C=C2/Oc3cc4occc4c(OC)c3C2=O)cc1OC | 107 | 67 | 70 | 83 | 93 | 101 | 102 | 99
O=C(N/N=C\c1ccc(Cl)cc1)c1ccc2nc(-c3ccc(Br)cc3)[nH]c2c1 | 3.5* | -8.4* | 26 | 12 | -8.2* | -42* | -35* | 2.8*
CCc1ccc(-c2c(-c3cc(OC)c(OC)c(OC)c3)nc3sc(CC)nn23)cc1 | 86 | 82 | 103 | 84 | 70 | 103 | 62 | 122
CC(=O)c1ccc2c(c1)N(CCCN1CCN(CCO)CC1)c1ccccc1S2 | -67*! | 11&78 | 16&81 | 4.3*! | -30* | 43&91 | -79*! | -17*!
CCOC(=O)c1c(NC(=O)c2cccc(C(F)(F)F)c2F)sc2c1CCC(=O)C2 | 97 | 79 | 70 | 101 | 61 | 105 | 108 | 50
N#CCCn1nc2c(c1N)CCC2 | 103 | 88 | 88 | 103 | 103 | 106 | nt | 140
COc1ccc(N2CCN(CCC3=C(C)NC4OC(c5ccccc5)=NN4C3=O)CC2)cc1 (centres undefined) | 100 | 95 | 102 | 100 | 85 | 117 | 87 | 92
CCC(Oc1ccc(C(C)(C)CC)cc1)C(=O)O (centres undefined) | 112 | 107 | 98 | 83 | 84 | 116 | 101 | 99
COc1ccc(-c2ccc(NNC(=O)c3ccc(F)cc3)nn2)cc1OC | 83 | 71 | 80 | 60 | 51 | 58 | 56 | 55
Cc1sc2nc(NCCc3c[nH]c4ccc(Cl)cc34)[nH]c(=O)c2c1C | 40 | 19 | 34 | 39 | 16 | 35 | 4.2* | 22
O=C(/C=C/c1ccc(Br)cc1)c1ccccc1 | 88 | 1.6* | 82 | 92 | 4.5* | nt | 96 | 59
CN1c2c(C(=O)N3CCOCC3)cnn2CC1c1ccccc1 (centres undefined) | 93 | 110 | 117 | 97 | 101 | 90 | 119 | 99
O=C(C[n+]1ccc2ccccc2c1)c1ccccc1 | 94&92 | 97&83 | 95 | 98 | 99 | 97&92 | 96 | 95
Nc1nc(-c2ccc(Cl)cc2)cc(-c2cc(-c3ccc(Cl)cc3)nc(N)n2)n1 | 110 | 110 | 105 | 117 | 100 | 107 | 97 | 114
Nc1ccc(Br)cc1Br | 106 | 108 | 103 | 76 | 41 | 105 | 99 | 103
Fc1ccc(CNc2c3ccccc3nc3ccccc23)cc1F | 49 | 27 | 42 | nt | 17 | 51 | -11* | 12
Cc1cc2nc(C)c(C)nc2cc1C | 105 | 90 | 102 | 106 | 97 | 92 | 112 | 119
CC1OC2CC(Nc3c2ccc2c3C(=O)c3ccccc3C2=O)C1O (centres undefined) | 125&108 | 83&60 | 104&92 | 95&85 | 88&123 | 101&101 | nt | 96&66
OC1Cc2ccccc2C1 | 102 | nt | 98 | 99 | 95 | 96 | 105 | 48
Cc1nn(-c2ccc(-c3ccccc3)cc2)c2ncnc(N)c12 | 101 | 90 | 99 | 86 | 114 | 76 | 90 | 100
COc1ccc(C(=O)/C=C/c2ccc3c(c2)OCO3)cc1S(N)(=O)=O | 98 | 68 | 62 | 85 | 46 | 90 | 92 | 45
OC(Cc1ccc2ccccc2n1)C(Cl)(Cl)Cl (centres undefined) | 111 | 101 | 99 | 88 | nt | 92 | 95 | 64
CC1(C)CC2(OC2c2ccccc2)C(=O)c2ccccc21 (centres undefined) | 95 | 80 | 92 | 98 | 97 | 106 | nt | 110
O=C(O)c1cn(C2CC2)c2cc(N3CCN(Cn4nc(-c5ccccc5)n(-c5ccccc5)c4=S)CC3)c(F)cc2c1=O | 104 | 93 | 113 | 110 | 98 | 101 | 101 | 97
COc1cc(-c2ccc(-[n+]3nc(-c4ccc([N+](=O)[O-])cc4)nn3-c3ccc([N+](=O)[O-])cc3)c(OC)c2)ccc1-[n+]1nc(-c2ccc([N+](=O)[O-])cc2)nn1-c1ccc([N+](=O)[O-])cc1 | -58* | 28 | 13 | 18 | 40 | -60* | -62* | 3.9*
Cc1cc(C)c(CCO)c(C)c1 | 109 | 69 | 90 | 115 | 90 | 103 | 120 | 108
CCCC(CCC(=O)O)(CCC(=O)O)[N+](=O)[O-] | 100 | 107 | 106 | 103 | 98 | 103 | 102 | 101
Oc1ccc(CNc2ccccc2)cc1 | 99 | 102 | 102 | 94 | 90 | 89 | 112 | 106
CCN(CC)CCOc1ccc(NC(C)=O)cc1 | 107 | 107 | 106 | 108 | 105 | 99 | 119 | 110
Cc1sc2ncn(CC(=O)Nc3ccc(S(N)(=O)=O)cc3)c(=O)c2c1C | 105 | 106 | 105 | 102 | 117 | 101 | 104 | 103
CC(=O)Nc1ccc(/C=N\NC(=S)N/N=C/c2ccc(NC(C)=O)cc2)cc1 | 116 | 106 | 114 | 102 | 97 | 102 | 119 | 98
CN(C)c1ccc(/C=C2/C=C(c3ccc(-c4ccccc4)cc3)OC2=O)cc1 | 80 | 68 | 61 | 80 | 70 | 100 | 34 | 60
O=C1CNCCN1 | 107 | 99 | 100 | 94 | 102 | 114 | 106 | 101
CCCCCCC(=O)CCC(=O)CCCCCCCC(=O)O | 104 | 102 | nt | 96 | 91 | 100 | 100 | 99
O=[N+]([O-])c1cccc(-c2csc(Nc3nc(-c4ccncc4)nc(C(Cl)(Cl)Cl)n3)n2)c1 | 104 | 97 | 103 | 101 | 109 | 98 | 136 | 95
COc1ccc(/C=c2\nc3n(-c4ccccc4)c4nc(N)nc(=N)n4n-3c2=O)cc1 | 105 | 106 | 104 | 110 | 108 | 99 | 116 | 101
c1ccc(Cc2nn[nH]n2)cc1 | 105 | 106 | 95 | 108 | 106 | 115 | 101 | 106
O=C(Nc1ccccc1C(=O)Nc1nccs1)c1ccccc1 | 105 | 98 | 96 | 101 | 93 | 113 | 87 | 105
C/C(=N\O)c1ccc(NC(=O)c2cc(-c3ccc(S(C)(=O)=O)cc3)nc3ccccc23)cc1 | 102 | 98 | 106 | 92 | nt | 99 | 118 | 89
O=C1NC(=O)C(Cc2ccccc2)N1 (centres undefined) | 108 | 105 | 105 | 103 | 95 | 108 | 104 | 111
COc1ccc(-n2c(=O)nc(NCc3ccc(C(C)(C)C)cc3)[nH]c2=O)cc1 | 106 | 102 | nt | 116 | 96 | 95 | 102 | nt
COc1cc(CNc2ccccc2C(=O)N2CCN(C(=O)c3cc(-c4cc(OC)c(OC)c(OC)c4)n4nc(-c5ccccc5)cc4n3)CC2)cc(OC)c1OC | -48* | 52 | 59 | 68 | 8.8* | 54 | 23 | 23
O=C(O)c1ccc(-n2cc(CO)c(-c3cccc(C(F)(F)F)c3)n2)cc1 | 106 | 78 | 102 | 91 | 93 | 98 | 105 | 95
COc1cc(C2CC(c3ccc(Cl)cc3)=NN2c2ccccc2)cc(OC)c1OC (centres undefined) | 90 | 80 | 90 | 64 | 89 | 100 | 110 | 74
CCCCn1c(C)nc2ccc(Nc3nc(N4CCCC4)nc4nc[nH]c34)cc21 | 102 | 83 | 94 | 84 | 71 | 97 | 72 | 88
O=C(CN1CCN(c2ncnc3c2cnn3-c2ccccc2)CC1)Oc1ccccc1 | 97 | 76 | 85 | 88 | 74 | 103 | 68 | 75
CCOC(=O)C(C#N)c1ccc2ccccc2c1 (centres undefined) | 103 | 101 | 95 | 103 | 91 | 88 | 95 | 102

Some of these compounds in order of number of heavy atoms, ascending.
SMILES | MDA-MB-435 | RPMI-8226 | CCRF-CEM | MOLT-4 | SR | HOP-62 | MDA-MB-468 | K-562
O=C1CNCCN1 | 107 | 99 | 100 | 94 | 102 | 114 | 106 | 101
c1ccc(Cc2nn[nH]n2)cc1 | 105 | 106 | 95 | 108 | 106 | 115 | 101 | 106
O=C1NC(=O)C(Cc2ccccc2)N1 (centres undefined) | 108 | 105 | 105 | 103 | 95 | 108 | 104 | 111
CCOC(=O)C(C#N)c1ccc2ccccc2c1 (centres undefined) | 103 | 101 | 95 | 103 | 91 | 88 | 95 | 102
CCCCCCC(=O)CCC(=O)CCCCCCCC(=O)O | 104 | 102 | nt | 96 | 91 | 100 | 100 | 99
O=C(Nc1ccccc1C(=O)Nc1nccs1)c1ccccc1 | 105 | 98 | 96 | 101 | 93 | 113 | 87 | 105
Cc1sc2ncn(CC(=O)Nc3ccc(S(N)(=O)=O)cc3)c(=O)c2c1C | 105 | 106 | 105 | 102 | 117 | 101 | 104 | 103
CN(C)c1ccc(/C=C2/C=C(c3ccc(-c4ccccc4)cc3)OC2=O)cc1 | 80 | 68 | 61 | 80 | 70 | 100 | 34 | 60
CCCCn1c(C)nc2ccc(Nc3nc(N4CCCC4)nc4nc[nH]c34)cc21 | 102 | 83 | 94 | 84 | 71 | 97 | 72 | 88
COc1ccc(/C=c2\nc3n(-c4ccccc4)c4nc(N)nc(=N)n4n-3c2=O)cc1 | 105 | 106 | 104 | 110 | 108 | 99 | 116 | 101
O=C(CN1CCN(c2ncnc3c2cnn3-c2ccccc2)CC1)Oc1ccccc1 | 97 | 76 | 85 | 88 | 74 | 103 | 68 | 75
C/C(=N\O)c1ccc(NC(=O)c2cc(-c3ccc(S(C)(=O)=O)cc3)nc3ccccc23)cc1 | 102 | 98 | 106 | 92 | nt | 99 | 118 | 89
COc1cc(CNc2ccccc2C(=O)N2CCN(C(=O)c3cc(-c4cc(OC)c(OC)c(OC)c4)n4nc(-c5ccccc5)cc4n3)CC2)cc(OC)c1OC | -48* | 52 | 59 | 68 | 8.8* | 54 | 23 | 23

(continued)
SMILES | MDA-MB-435 | RPMI-8226 | CCRF-CEM | MOLT-4 | SR | HOP-62 | MDA-MB-468 | K-562
O=C(Nc1cc(C2=NCCN2)cc(C2=NCCN2)c1)Nc1cc(C2=NCCN2)cc(C2=NCCN2)c1 | 96 | 90 | 103 | 104 | 92 | 99 | 91 | 106
N#Cc1c(-c2cc(=O)oc3c2ccc2ccccc23)cc(-c2cc3ccccc3oc2=O)nc1N | 106 | 92 | 98 | 88 | 93 | 93 | 110 | 97
CC(O)C1CC1 (centres undefined) | 94 | 96 | 88 | 105 | 90 | 115 | 91 | 106
CNC(=O)OCc1c(COC(=O)NC)c2n(c1C)CS(=O)(=O)C2 | 100 | 115 | 94 | 90 | nt | 100 | 95 | 111
O=S(=O)(NCCO)c1ccc(OCCOc2ccc(S(=O)(=O)NCCO)cc2)cc1 | 104 | 98 | 102 | 100 | 104 | 91 | 95 | 106
O=Cc1nc2ccccc2c(/C=C/c2ccc(Br)cc2)c1C(=O)c1ccccc1 | 94 | 88 | 58 | 59 | nt | 101 | 105 | 101
O=c1oc2ccc(I)cc2c(=O)n1-c1ccc(Cl)cc1F | 1.4* | -25* | 7.8* | -11* | nt | -3.8* | 0.3* | 4.7*
O=C(Nc1ccc(Cl)cc1)Nc1ccc(Cl)cc1 | 101 | 89 | 96 | 85 | 79 | 93 | 95 | 88
CCCC(O)CNCc1ccc2ncccc2c1 (centres undefined) | 104 | 111 | 99 | 112 | 103 | 103 | 95 | 103
COc1cccc(-c2cc(-c3ccc(NC(=O)c4ccc(C)cc4)cc3)[nH]c(=O)c2C#N)c1 | 100 | 111 | 108 | 94 | 80 | 92 | 103 | 96
CCC(CCNc1cc(OC)cc2cccnc12)CN1C(=O)c2ccccc2C1=O (centres undefined) | 107 | 95 | 99 | 108 | 109 | 102 | 7.3* | 101
N#Cc1ccccc1C1CC(c2ccc(N3CCNCC3)cc2)=NN1 (centres undefined) | 103 | 89 | 71 | 96 | 94 | 86 | 101 | 78
COc1cc(CNS(=O)(=O)c2ccc(C)cc2)ccc1OCc1cn(-c2ccc([N+](=O)[O-])cc2)nn1 | 101 | 93 | 100 | 92 | 93 | 117 | 109 | 87
CCN1C(=O)N(c2ccccc2)C2C1NN=c1s/c(=C3\C(=O)N(C(C)C)c4ccccc43)c(=O)n12 (centres undefined) | 97 | 83 | 71 | 88 | 43 | 92 | 106 | 94
COc1ccc(OC)c2ncccc12 | 105 | 95 | 92 | 93 | 99 | 90 | 90 | 96

Compounds as they come; overall some 15% were active at least once.
